# Bioassay records: PubChem BioAssay, National Center for Advancing Translational Sciences (NCATS)
# KDM5B inh: blocks human KDM5B histone demethylase activity. Q9UGL1. Potency, µM (highest dose often 57.7 µM), for inactives: at the highest dose activity change, negative = inhibition, most hits filed as inhibitors. KDM5B demethylase, FDH-coupled NADH fluorescence (FDH is formaldehyde dehydrogenase). 220,000 tested, 2.6% active; active means well fitted inhibition curve with a large enough effect; inconclusive means small, poorly fitted or top-dose-only effect; inactive means no such curve, though single readings can be large or run the other way; further: 0% is about no effect; nearly all actives have a fitted effect of over 70% in size
# Target sequence (Q9UGL1 whole entry, looked up): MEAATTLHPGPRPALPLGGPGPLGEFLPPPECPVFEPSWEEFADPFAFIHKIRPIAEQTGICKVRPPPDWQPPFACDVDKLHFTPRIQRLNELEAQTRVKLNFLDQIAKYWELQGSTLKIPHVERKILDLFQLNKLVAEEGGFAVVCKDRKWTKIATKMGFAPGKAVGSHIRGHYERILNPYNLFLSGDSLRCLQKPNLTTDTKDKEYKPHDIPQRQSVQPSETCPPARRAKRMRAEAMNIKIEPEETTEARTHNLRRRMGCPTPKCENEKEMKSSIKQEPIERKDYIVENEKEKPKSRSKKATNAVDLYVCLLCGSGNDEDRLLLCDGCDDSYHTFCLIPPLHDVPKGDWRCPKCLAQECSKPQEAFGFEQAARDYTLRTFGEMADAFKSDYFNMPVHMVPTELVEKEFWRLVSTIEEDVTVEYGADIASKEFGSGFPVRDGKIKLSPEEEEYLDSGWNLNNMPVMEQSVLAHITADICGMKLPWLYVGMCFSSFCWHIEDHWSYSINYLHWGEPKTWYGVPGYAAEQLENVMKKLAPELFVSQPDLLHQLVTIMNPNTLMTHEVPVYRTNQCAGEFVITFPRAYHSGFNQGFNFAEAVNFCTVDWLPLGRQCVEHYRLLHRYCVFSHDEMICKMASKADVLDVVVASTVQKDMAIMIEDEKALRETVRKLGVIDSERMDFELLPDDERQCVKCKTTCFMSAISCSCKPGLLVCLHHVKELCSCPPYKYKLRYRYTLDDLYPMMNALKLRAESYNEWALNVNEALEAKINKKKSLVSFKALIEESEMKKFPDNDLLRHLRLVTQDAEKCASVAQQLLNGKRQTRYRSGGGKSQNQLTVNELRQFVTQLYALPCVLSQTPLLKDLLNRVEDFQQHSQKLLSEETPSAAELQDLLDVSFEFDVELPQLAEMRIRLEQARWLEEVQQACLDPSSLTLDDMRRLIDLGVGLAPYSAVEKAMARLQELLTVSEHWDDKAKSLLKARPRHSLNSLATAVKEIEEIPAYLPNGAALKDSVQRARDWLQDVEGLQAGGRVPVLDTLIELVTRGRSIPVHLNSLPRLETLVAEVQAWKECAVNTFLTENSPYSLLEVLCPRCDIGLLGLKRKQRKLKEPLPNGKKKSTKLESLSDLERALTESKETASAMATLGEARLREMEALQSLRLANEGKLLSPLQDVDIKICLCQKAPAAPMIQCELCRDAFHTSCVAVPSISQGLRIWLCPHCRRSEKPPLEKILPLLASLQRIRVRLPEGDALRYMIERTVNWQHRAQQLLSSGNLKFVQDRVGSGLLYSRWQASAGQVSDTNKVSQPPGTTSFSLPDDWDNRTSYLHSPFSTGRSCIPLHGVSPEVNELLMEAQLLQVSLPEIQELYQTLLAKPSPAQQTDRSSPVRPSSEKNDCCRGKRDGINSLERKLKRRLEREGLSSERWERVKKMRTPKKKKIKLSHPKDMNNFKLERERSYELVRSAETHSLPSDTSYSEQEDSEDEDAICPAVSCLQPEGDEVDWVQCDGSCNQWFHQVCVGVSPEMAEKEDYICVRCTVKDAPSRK
#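 Measured: NADH fluorescence change, 30 min, RT. System: KDM5BΔAP 200 nM final, H3K4me3 peptide, α-KG, Fe(II), ascorbate, NAD⁺ plus FDH, pH 7.5 HEPES. Compounds: titrated, 10 min pre-incubation with enzyme.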
# The depositor's hits bear a star; i = inactive; ? = inconclusive; [ ] = remark or other dose. Potency means the concentration at half of the fitted maximal effect. Some of the compounds tested; rates above refer to the full screens.
No.	SMILES	KDM5B inh
1	CCc1ccc(CNC(=O)C2CCCCC(=O)N2)cc1 (stereo not drawn)	-18.5%
2	Cc1occc1-c1nnc(SCC(=O)Nc2cccc(C(F)(F)F)c2)o1	5.6%
3	N#Cc1ccccc1CN1CCC([C@@H]2CNC[C@H]2CO)CC1	-9.4%
4	CCOc1ccc(CC(=O)N2CCC(Cc3nc(C(C)C)no3)CC2)cc1OCC	-2.1%
5	COc1ccc(CNC(=O)CN(C(=O)c2csnn2)c2ccc(F)cc2)cc1	30.3%
6	CN1CCN(C(=O)CC[C@H]2CNC(=O)[C@@H]3[C@@H](CCN3C3CCOCC3)N2C)CC1	-11.1%[86.2 µM]
7	COC1C(=O)N(C2CCN(C(=O)c3ccoc3)CC2)C12CCOCC2 (stereo not drawn)	-11.9%
8	COc1ccc(-c2noc(C(=O)O)c2[C@@H](C)NC(=O)C2CCCCC2)cc1	-16.9%[86.2 µM]
9	COc1ccc2nc(/C(C#N)=C\c3ccc(I)cc3)[nH]c2c1	-17.3%
10	O=C(O)c1ccc(-c2ccc(CNC3CCCCC3)o2)cc1	?
11	O=C(CSc1nc2ccccc2nc1Cc1ccccc1)Nc1ccccc1C(F)(F)F	-5.8%
12	CCOCCCNC(=O)c1cc2c(=O)n(C)c3ccccc3c2n1C	?
13	COc1ccc2nc([C@H]3CCN(Cc4ccc(C(=O)O)cc4)C3)[nH]c2c1	?
14	COc1ccccc1CN1CCC(CN(CC(C)C)C(=O)C2C=CCN2)CC1 (stereo not drawn)	-13.1%
15	CC(=O)Nc1ccc(CN2C(=O)OC3(CCN(C(=O)c4scnc4C)CC3)C2(C)c2ccccc2)cc1 (stereo not drawn)	-9.0%
16	O=C(COc1ccc(F)cc1)Nc1cccc(-c2nc3ccccc3o2)c1	-0.2%
17	Oc1ccc(C2C[C@H]3CC[C@@H]2C3)cc1O (stereo partly drawn)	?
18	COc1cccc(CNC(=O)[C@@H]2C[C@@H](O)CN2C2CCN(C(=O)COc3cccc(C)c3)CC2)c1	17.8%
19	CN1CCN(C(=O)CN2CCN(C(C(=O)O)c3cn(C)c4ccc(C(=O)O)cc34)CC2)CC1 (stereo not drawn)	-11.3%
20	Cc1cccc(OC[C@H]2C[C@@H](NC(=O)c3ccno3)[C@H](O)[C@@H]2O)n1	?
21	COCCCNc1ncnc2c1sc1nc(-c3ccco3)c3c(c12)CC(C)(C)OC3	-1.5%
22	O=C(Nc1ccc2oc(-c3ccccc3F)cc(=O)c2c1)c1ccccc1F	0.3%
23	COCCOC(=O)c1c(C)oc2c1cc(NS(=O)(=O)c1ccc(Cl)c(C)c1)c1ccccc12	-27.6%
24	Cc1ccc(CNc2ccc3c(c2)ncn3C(C)C)cc1	?
25	CN(Cc1ccccc1)C(=O)Nc1cccc(CN2CCOC2=O)c1	16.2%
26	Cc1cccc[n+]1CC(=O)c1ccccc1	23.3%
27	CCn1cnc2c1c(=O)n(CC(=O)Nc1ccc3c(c1)OCO3)c(=O)n2Cc1ccccc1	-10.8%
28	Cc1ccc(OCC(=O)c2ccc3c(c2)N(CCCC(=O)N2CCCC2)C(=O)CO3)cc1C	-0.4%
29	Cc1ccc(NS(=O)(=O)c2ccccc2)c(=O)n1CC(=O)N(C)Cc1ccccc1	-10.3%
30	CCOc1ccc(S(=O)(=O)NCCc2csc(-c3ccc(Cl)cc3)n2)cc1	?
31	CCCCc1cc2cc(C(=O)Nc3ccc(C)cc3)ccc2nc1Cl	12.0%
32	CCOC(=O)c1[nH]c(C)c(C(=O)OC(C)C(C)=O)c1C (stereo not drawn)	9.8%
33	O=C(c1cc(=O)c2cc(F)ccc2o1)N(Cc1cccs1)c1ccccn1	5.0%
34	Cc1ccc(CNC(=O)c2c(O)nc3c(C)cccn3c2=O)cc1	-21.7%
35	COc1cc2c(cc1OC)CN(CC(=O)Nc1ccccc1C(=O)NCc1ccccc1)CC2	-10.4%
36	CS(=O)(=O)N1CCc2ccc(S(=O)(=O)NCC3CCCO3)cc2C1 (stereo not drawn)	15.0%
37	Cc1cccc(NC(=O)CC2CCCN(c3cnn(CC4CC4)c(=O)c3)C2)c1 (stereo not drawn)	-1.1%
38	COc1ccccc1NC(=O)c1nnn(-c2ccc(F)cc2)c1C	19.6%
39	O=C(Nc1ccccc1Cl)N(Cc1cccc(O)c1)C1CCC(O)CC1 (stereo not drawn)	2.0%
40	CCN1CCC2(CC1)N=C(SCC(=O)Nc1ccc(F)cc1)C(c1ccc(C)cc1)=N2	8.6%
41	COc1ccc2[nH]c3c(c2c1)CCNC31CCN(C(=O)c2cccnc2)CC1	-30.2%
42	CCn1c(SCc2ccccc2)nc2ccccc2c1=O	-9.8%
43	NC(=O)[C@H](Cc1ccc(O)cc1)NC(=O)C1=C[C@@H](NC(=O)Nc2ccc(OC(F)(F)F)cc2)[C@@H](O)[C@H](O)C1	10.9%
44	CC1=NS(=O)(=O)N(Cc2ccccc2)C=C1C(=O)OCc1nc(-c2ccc3c(c2)OCO3)no1	-19.7%
45	CCCCOc1ccc(C(=O)NCCc2sc3nc(-c4ccc(OC)cc4)nn3c2C)cc1	2.7%
46	Cc1ccc(NC(=O)C(Sc2nnc(-c3ccco3)n2N)c2ccccc2)cc1 (stereo not drawn)	3.7%
47	COC(=O)c1ccc(/C=C/c2nc3ccc(OC)cc3s2)cc1	?
48	CCOc1ccc(-c2[nH]nc3c2C(c2cn[nH]c2-c2ccc(F)cc2)C(C#N)=C(N)O3)cc1 (stereo not drawn)	?
49	CC(C)CCOc1ccc(/C=C(/CC(=O)O)c2nc3ccccc3s2)cc1	1.1%
50	OCc1ccnc(-c2ccc(-c3ccn[nH]3)cc2)c1	?

# Part of the list above in order of count of non-hydrogen atoms, smallest number first:
No.	SMILES	KDM5B inh
42	CCn1c(SCc2ccccc2)nc2ccccc2c1=O	-9.8%
34	Cc1ccc(CNC(=O)c2c(O)nc3c(C)cccn3c2=O)cc1	-21.7%
39	O=C(Nc1ccccc1Cl)N(Cc1cccc(O)c1)C1CCC(O)CC1 (stereo not drawn)	2.0%
49	CC(C)CCOc1ccc(/C=C(/CC(=O)O)c2nc3ccccc3s2)cc1	1.1%
46	Cc1ccc(NC(=O)C(Sc2nnc(-c3ccco3)n2N)c2ccccc2)cc1 (stereo not drawn)	3.7%
35	COc1cc2c(cc1OC)CN(CC(=O)Nc1ccccc1C(=O)NCc1ccccc1)CC2	-10.4%

# Continuation:
No.	SMILES	KDM5B inh
51	CCn1ccnc1CN(C)c1cc(C2CC(N)C2)nc(COC)n1 (stereo not drawn)	26.1%
52	CC(=O)N1CCN(C(C(=O)O)c2c[nH]c3cc(F)ccc23)CC1 (stereo not drawn)	30.4%[activator]
53	c1cc2c(cc1-c1cn3c(n1)CO[C@@H](CNC1CCOCC1)C3)OCCCO2	-4.0%[86.2 µM]
54	CCOC(=O)N1CCN(C(=O)CN(c2cc(C)ccc2OC)S(C)(=O)=O)CC1	1.9%
55	N#CC1=C(N)OC2=C(C(=O)CCC2)C1c1cccc2ccccc12 (stereo not drawn)	1.4%
56	CCNC(=O)N1CC(Oc2cccc(-c3nc(C)no3)c2)C1	-11.3%
57	CCN(CC)Cc1c(NC(=O)c2ccc(OC)cc2)sc2c1CCCC2	-28.4%
58	COc1ccc(CNC(=O)C2CCc3sc(C(=O)N(C)C)cc3C2)cc1 (stereo not drawn)	-11.5%
59	COc1ccc(-c2nc3ccccc3o2)cc1NC(=O)c1ccc(-c2cccc(Cl)c2C)o1	-7.6%
60	CC(C)N1C[C@@H](C)C(=O)C[C@@H]1C	17.5%
61	Cc1cc(O)c(C(c2ccc(F)cc2)N2CCN(c3ccccc3)CC2)c(=O)n1Cc1ccco1 (stereo not drawn)	?
62	COc1ccc2[nH]c3c(c2c1)CCNC31CCN(S(=O)(=O)c2cn(C)cn2)CC1	?
63	CN(C(=O)COC(=O)Cn1cnc2c1c(=O)n(C)c(=O)n2C)c1ccccc1	9.1%
64	Cc1ccc(Sc2ccc(N)cn2)cc1	?
65	COCc1noc(CCNC(=O)C2CCN(C(=O)C3CC3)CC2)n1	18.7%
66	CCOC(=O)c1cn(C)nc1S(=O)(=O)N1CCCCC1	-14.6%
67	Cc1cc(OCc2nnc(SCc3ccc(Cl)cc3)n2C)ccc1Cl	4.7%
68	CCOc1ccc(S(=O)(=O)N2CCOCC2)cc1NC(=O)c1oc2ccccc2c1C	1.8%
69	O=Cc1cc(Cl)cc(Cl)c1O	-2.1%
70	CC1(C)Cc2c(sc3ncn4nc(C(=O)NCc5ccco5)nc4c23)CO1	-3.3%
71	O=C(Nc1cc(C(F)(F)F)ccc1Cl)c1c(F)cccc1F	3.2%
72	O=C(Nc1ccc(Cl)cc1F)c1ccc(=O)n(CCOc2ccccc2)n1	12.7%
73	CC(=O)N1CCN(C(=O)C[C@@H]2c3nc(NC(=O)C(C)(C)C)sc3C[C@@H]3[C@](C)(CO)[C@H](O)CC[C@]32C)CC1	2.9%
74	N#Cc1c(C(F)(F)F)cc(-c2cccs2)nc1SCc1ccc(F)cc1	?
75	O=C(c1ccccc1)N1CC2(CCCCN2Cc2cccnc2)Cc2ccccc21 (stereo not drawn)	7.8%[115 µM]
76	CCCCc1nn2c(=O)cc(COC(=O)c3ccc(NC(=O)c4cccc(OC)c4)cc3)nc2s1	-11.9%
77	CNC(=O)/C=C/c1cccc(F)c1	10.2%
78	CCN(CC)c1nc2c(c(=O)[nH]c(=O)n2C)n1CCCc1ccccc1	-5.8%
79	COc1cc(OC)c(NC(=O)C(=O)CC(=O)c2ccc(C)cc2C)cc1Cl	?
80	CCCCOc1ccc(NC(=O)CSc2ccc(C(=O)O)cn2)cc1	-1.4%
81	CCN(CC)Cc1cc(-c2nc(C3CCOC3)no2)c(-c2ccccc2)o1 (stereo not drawn)	25.1µM*
82	C=CCOc1cccc(NC(=O)CC)c1	12.4%
83	O=C(O)c1ccc(C=Nc2ccc(Br)cc2)cc1	-26.2%
84	Cc1ccsc1-c1[nH]nc2ncc(-c3ccc(CO)cc3)nc12	-21.7%[86.2 µM]
85	Cc1cccc(/C=N/Nc2ccc(Cl)c(Cl)c2)c1	-10.6%
86	O=C(O)CC1c2ccccc2CCN1S(=O)(=O)c1ccc(F)cc1 (stereo not drawn)	18.5%
87	COc1ccc(S(=O)(=O)N(CC(=O)NCc2ccc(C)cc2)c2ccc(Cl)cc2)cc1	-4.4%
88	COc1cc(C(=O)NCC(c2cccnc2)N2CCc3ccccc32)cc(OC)c1OC (stereo not drawn)	17.6%
89	C[S+](=O)([O-])N1Cc2ccccc2CC12CN(C(=O)Nc1ccccc1)C2	-4.2%
90	Cc1c(C(=O)N(C)Cc2nc3ccsc3c(=O)[nH]2)cnn1-c1ccc(F)cc1F	25.2%
91	COC[C@@H]1CN(C(=O)Cc2cccc(OC)c2)C[C@H]1c1nc(C)no1	22.9%
92	Cc1[nH]c(SCC(=O)Nc2ccc(S(=O)(=O)N3CCCC3)cc2)nc1Cc1ccccc1	9.3%
93	Cc1ccc(N2CC(NC(=O)c3ccco3)CC2=O)cc1C (stereo not drawn)	-8.2%
94	CC(C)N1CCN(C2CCOC3(CCN(C(=O)NCc4ccccc4)CC3)C2)CC1 (stereo not drawn)	-4.9%
95	O=C1c2c(nc(CN3CCN(c4ccccn4)CC3)n2Cc2ccccc2)NCCN1CC1CC1	14.0%
96	Cc1c(NC(=O)c2cccc(NS(C)(=O)=O)c2)c(=O)n(-c2ccccc2)n1C	18.4%
97	COc1cccc(-c2cc3c(=O)n(CCNC(=O)c4c(F)cccc4F)ccn3n2)c1	?
98	COc1cc(CNc2ncnc3c2[nH]c2ccc(C)cc23)cc(OC)c1	?
99	O=C1Nc2ccccc2CC12CCN(Cc1cncs1)CC2	-9.7%[86.2 µM]
100	COc1cccc(C(=O)Nc2cccc(-c3cn4ccsc4n3)c2)c1OC	5.4%

# More records:
No.	SMILES	KDM5B inh
101	O=C(NC1CC1)c1nc(-c2cccc(C(F)(F)F)c2)c2cnccn12	i
102	CCN(CC)c1ccc(C(=O)NCc2nc3cccnc3n2Cc2ccc(C)cc2)cc1	?
103	Oc1ccc(C2SCCS2)cc1	-30.5%
104	CC1=C(C(=O)N2CCOCC2)C(c2ccc(F)cc2)C2=C(CCCC2=O)N1 (stereo not drawn)	?
105	COc1ccc(N(CC(=O)N2CCc3ccccc3C2)S(=O)(=O)c2ccccc2)cc1	-14.6%
106	CC(C)CC(=O)Nc1ccc(C(=O)OCc2cc(=O)n3nc(C(C)C)sc3n2)cc1	-14.2%
107	O=C(c1ccccn1)N1CCCC(c2nc(CCOCC3CCOCC3)no2)C1 (stereo not drawn)	3.6%
108	CNC(=O)NC(NC(=O)c1ccccc1)(C(F)(F)F)C(F)(F)F	16.3%
109	O=C(NCCC1CCN(C(=O)Nc2ccc(F)cc2F)CC1)c1cc(F)ccc1F	17.8%
110	Cc1cccc(Oc2nc3ccccn3c(=O)c2/C=C(\C#N)c2nc3ccccc3s2)c1C	?
111	CSCCC(NC(=O)CCNC(=O)c1ccccc1Cl)c1nc2ccccc2[nH]1 (stereo not drawn)	19.0%
112	CCNc1nc(SC(C)C(N)=O)nc2ccccc12 (stereo not drawn)	-28.2%
113	Cc1ccccc1C(=O)NCCSc1c[nH]c2ccccc12	9.5%
114	COC(=O)c1cc(Br)ccc1O	34.3%[activator]
115	CC(C)CN1CCCC(COc2ccccc2C(=O)NC2CC2)C1 (stereo not drawn)	-15.9%
116	Cc1cc(C)n(CCCN(C)C(=O)C2C3C(=O)N(CCC(C)C)C[C@@]34C=C[C@@H]2O4)n1 (stereo partly drawn)	-10.9%
117	CC(=O)c1ccc2noc(-c3cccc(F)c3)c2c1	?
118	CCCNC(=O)N1CCC2(CC1)CC(N(C(=O)c1ccccc1)C1CC1)CCO2 (stereo not drawn)	-17.3%
119	O=C(c1ccoc1)N1CCC(N2C(=O)C3(CCCCC3)C2c2ccncc2)CC1 (stereo not drawn)	-19.2%
